High-throughput results from PubChem BioAssay.
RGS4 inh: inhibitors of human regulator of G protein signaling 4; P49798; Transcreener GDP fluorescence polarization, RGS4-accelerated GTP hydrolysis; Potency, µM (highest dose often 114 µM), for the others: at the highest dose activity change, negative = inhibition, most hits filed as inhibitors; 390,000 tested, 0.039% active; further: on the % scale 0 is the no-effect control and ±100 the full control effect; nearly all actives have a fitted effect of over 75% in size; some results filed as inactive show a strong effect at the top dose
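MLSMR compounds (23 nl, pin-transferred) preincubated 10 min at room temperature with a 500nM (2x) first reagent, then RGS4 at 900nM (2x) plus Transcreener GDP mix added; fluorescence polarization (620/688 nm) read before and after 90 min at 30 °C.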
Vif-APOBEC3F blk: Vif-A3F binding inhibition; HeLa A3F-eYFP + Vif (tagged APOBEC3F with the HIV-1 protein that degrades it), YFP fluorescence increase; Potency, µM (highest dose often 46.1 µM), inactives show top-dose activity, negative = active; 390,000 tested, 0.2% active; AID 602313; further: % of control where 0% means no effect; nearly all actives have a fitted effect of over 65% in size
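HeLa cells stably expressing Vif plus C-terminally eYFP-tagged A3F were seeded, incubated overnight at 37 deg C, dosed with compound, incubated overnight again at 37 deg C. Yellow fluorescence (Ex 488/Em 500-530) reported blocked Vif-mediated A3F-eYFP degradation.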
IDH1 R132H inh: human IDH1 R132H inhibition. O75874. IDH1-R132H enzyme, NADPH consumption, diaphorase/resazurin fluorescence. Potency, µM (highest dose often 76.6 µM), for the others: at the top dose activity change, negative = inhibition, actives largely listed as inhibitors. 390,000 tested, 0.093% active. AID 602179; further: on the % scale 0 is the no-effect control and ±100 the full control effect; nearly all actives have a fitted effect of over 65% in size
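IDH1-R132H (0.5 ug/mL dispensed) in pH 7.5 Tris buffer was preincubated 30 min with compound, then given a substrate mix of 0.016 mM NADPH and 2 mM alpha-KG for 80 min at room temperature; remaining NADPH was read by diaphorase/resazurin fluorescence.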
ALOX12 inh: ALOX12 (human) lipoxygenase inhibition. P18054. purified 12hLO, xylenol orange hydroperoxide absorbance. Potency, µM (highest dose often 108 µM), inactives show at the highest dose activity change, negative = inhibition, actives largely listed as inhibitors. 580,000 tested, 1.1% active; further: on the % scale 0 is the no-effect control and ±100 the full control effect
Target sequence (P18054 whole entry, looked up): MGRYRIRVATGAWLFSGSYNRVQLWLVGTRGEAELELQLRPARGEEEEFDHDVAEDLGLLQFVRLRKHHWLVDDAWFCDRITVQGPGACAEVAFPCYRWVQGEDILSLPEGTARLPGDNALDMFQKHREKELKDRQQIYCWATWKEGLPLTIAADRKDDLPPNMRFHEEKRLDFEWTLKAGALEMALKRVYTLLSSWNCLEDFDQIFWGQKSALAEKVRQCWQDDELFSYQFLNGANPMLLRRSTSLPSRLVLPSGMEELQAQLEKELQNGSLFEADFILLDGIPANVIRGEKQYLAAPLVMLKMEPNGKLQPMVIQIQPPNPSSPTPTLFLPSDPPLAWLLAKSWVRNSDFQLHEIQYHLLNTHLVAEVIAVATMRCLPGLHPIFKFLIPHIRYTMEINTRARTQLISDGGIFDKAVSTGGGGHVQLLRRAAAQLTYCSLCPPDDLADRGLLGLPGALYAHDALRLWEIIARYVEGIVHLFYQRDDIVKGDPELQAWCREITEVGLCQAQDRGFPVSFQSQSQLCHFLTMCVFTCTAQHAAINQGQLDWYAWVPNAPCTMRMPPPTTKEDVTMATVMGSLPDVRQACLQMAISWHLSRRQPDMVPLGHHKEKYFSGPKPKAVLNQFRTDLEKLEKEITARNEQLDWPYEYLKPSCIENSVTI
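Hydroperoxide product was detected by ferrous iron/xylenol orange as the 573 to 405 nm absorbance ratio. Arachidonic acid at 40 uM (final) was turned over for 30 min at room temperature by 150 nM human 12hLO, pH 7.0 Hepes buffer, after 15 min compound preincubation.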
RXFP1 agonist: RXFP1 (human) receptor agonism. Potency, µM (top dose mostly 57.5 µM), for inactives: at the top dose activation, most hits filed as activators. Q9HBX9. AID 2676. 370,000 tested, 0.3% active. HEK293T-RXFP1 cAMP TR-FRET, 30 min; response scale: percent of porcine relaxin response, buffer zero; further: on the % scale 0 is the no-effect control and ±100 the full control effect; nearly all actives have a fitted effect of over 60% in size; many of its hits are not listed in these tables
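cAMP rise read by TR-FRET after 30 min, 37C compound exposure (up to 58 uM) in RXFP1-transfected HEK293 cells with Ro 20174 present. EC50 from Hill-equation fits, with 29 nM porcine relaxin as 100% and buffer as basal.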
TrxR1 inh: rat TrxR1 inhibition. O89049. recombinant rTrxR1, NADPH fluorescence consumption, selenite substrate. Potency, µM (titrated, usually from 114 µM), for the others: top-dose activity change, negative = inhibition, usual class: inhibitors. 390,000 tested, 1% active. AID 588453; further: on the % scale 0 is the no-effect control and ±100 the full control effect; nearly all actives have a fitted effect of over 65% in size
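Rat TrxR1 (90 nM in the dispensed reagent) was pre-reduced with 400 uM NADPH for 5 min at room temperature, then incubated with compound for 15 min. After 400 uM selenite was added, NADPH fluorescence (Ex 340/Em 450 nm) was followed for 8 min.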
TrxR1 substrate: substrates of rat thioredoxin reductase 1. Potency, µM (doses to about 114 µM), for the others: at the highest dose activity change, negative = substrate turnover. AID 588456. 390,000 tested, 0.01% active. purified TrxR1 substrate turnover, NADPH consumption readout; further: on the % scale 0 is the no-effect control and ±100 the full control effect; nearly all actives have a fitted effect of over 50% in size
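Rat TrxR1, dispensed at 90 nM, was prereduced with 400 uM NADPH (final) for 5 min at ~22 deg C, then incubated with compound 15 min before 400 uM selenite. A first-read NADPH fluorescence drop versus no-compound background flagged substrates.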
Vif-APOBEC3G blk: blocks the Vif interaction with human APOBEC3G | Q9HC16 | HeLa A3G-eYFP + Vif (tagged APOBEC3G with the HIV-1 protein that degrades it), YFP fluorescence, overnight | Potency, µM (doses to about 46.1 µM), without a hit: top-dose activity, negative = active, hits mostly inhibitors | 410,000 tested, 0.076% active | AID 602310;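 further: on the % scale 0 is the no-effect control and ±100 the full control effect; nearly all actives have a fitted effect of over 60% in size; hits raise eYFP signal because A3G escapes Vif-driven loss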
Target sequence (Q9HC16 whole entry, looked up): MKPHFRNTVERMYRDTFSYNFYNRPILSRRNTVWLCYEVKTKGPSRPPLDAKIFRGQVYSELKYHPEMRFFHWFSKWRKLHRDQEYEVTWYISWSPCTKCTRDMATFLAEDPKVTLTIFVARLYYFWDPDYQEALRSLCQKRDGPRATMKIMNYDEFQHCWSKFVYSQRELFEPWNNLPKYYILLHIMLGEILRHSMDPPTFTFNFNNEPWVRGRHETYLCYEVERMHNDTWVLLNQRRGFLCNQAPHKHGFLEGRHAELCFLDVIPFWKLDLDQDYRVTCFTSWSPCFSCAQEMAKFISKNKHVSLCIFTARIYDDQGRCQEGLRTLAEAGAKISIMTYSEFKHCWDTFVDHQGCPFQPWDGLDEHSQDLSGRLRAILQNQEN
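Read-out is eYFP fluorescence (Ex 488/Em 500-530) from Vif-expressing HeLa A3G-eYFP cells; more signal means A3G escaped Vif-mediated degradation. Cells plated overnight, compound pinned in, incubated overnight at 37 deg C.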
USP1 inh: USP1/UAF1 (human) deubiquitinase inhibition | AID 743255 | O94782 | Potency, µM (doses to about 57.1 µM), for inactives: at the top dose activity change, negative = inhibition, most hits filed as inhibitors | recombinant USP1/UAF1, Ub-Rhodamine cleavage fluorescence | 390,000 tested, 0.23% active; further: on the % scale 0 is the no-effect control and ±100 the full control effect; nearly all actives have a fitted effect of over 60% in size; inactives centre near -12
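High-throughput fluorogenic screen: 1nM USP1/UAF1 complex, Ub-Rho substrate 150nM final, 50mM HEPES pH 7.8 with 0.5mM EDTA, 0.1 mg/ml BSA, 1mM TCEP and 0.01% Tween-20.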
* hit, by the source's call; i = inactive; ? = inconclusive; / = not tested or not shown; [ ] = another dose, or the depositor's remark. The call rests on the fitted dose curve; in most records, active means well fitted curve in the direction sought with a large enough effect; inconclusive means small, poorly fitted or top-dose-only effect, or another doubt; inactive means no such curve, though single readings can be large; an effect the other way counts as inactive or inconclusive. Potency means the concentration at half of the fitted maximal effect. Some of the compounds tested (hit frequency here may not be typical).

SMILES	RGS4 inh	Vif-APOBEC3F blk	IDH1 R132H inh	ALOX12 inh	RXFP1 agonist	TrxR1 inh	TrxR1 substrate	Vif-APOBEC3G blk	USP1 inh
COc1ccc(/C=C2\SC(=S)N(CCC(=O)Nc3cccc(C(=O)O)c3)C2=O)cc1OC	5%	4%	-6%	-29%	1.3%	20%	-2%	1%	-14%
O=C(CN1CCN(c2ccccc2F)CC1)Nc1ccccc1F	20%	4%	12%	10%	1.9%	-23%	-9%	1%	-6%
O=[N+]([O-])c1ccc2nc(-c3ccccc3)oc2c1	30%	-4%	-5%	19%	1.4%	-7%	-9%	-11%	10%
CN(c1ccccc1)S(=O)(=O)c1cccc(NC(=O)CCNC(=O)c2ccco2)c1	/	1%	-2%	-3%	/	/	/	1%	-1%
COc1cccc(N2C(=O)c3ccncc3C2=O)c1	0%	-1%	1%	0%	0.6%	1%[57.1 µM]	-3%	-4%	2%
CCOC(=O)c1ccc(NS(=O)(=O)c2ccc3c(c2)OCCO3)cc1	3%	1%	-15%	-21%	-4.6%	15%	-8%	0%	-13%
Nc1nc(-c2ccccc2)nn1C(=O)c1ccco1	-5%	7%	-2%	3%	2.5%	42%	42%	-4%	0%
COc1ccc(S(=O)(=O)N2CCCCC2)cc1NC(=S)Nc1cccc(Cl)c1C	-29%	-21%	9%	40µM*	3.4%	2%[57.1 µM]	11%[57.1 µM]	-7%	-15%
CCOC(=O)C1(Cc2ccccc2)CCCN(Cc2ccncc2)C1 (stereo not given)	6%	-15%	1%	0%	-1.5%	-12%	5%	0%	-24%
Cc1ccccc1OCc1ccc(-c2nc(C#N)c(N3CCN(c4ccccc4)CC3)o2)o1	4%	-1%	-14%	-15%	1.0%	22%	12%	7%	?
COCOc1ccc(/C=C2/Oc3cc(OCOC)cc(OCOC)c3C2=O)c(OCOC)c1	-6%	-1%	-5%	/	/	-22%	-9%	-4%	-13%
COc1cccc(-c2c(C(=O)N/N=C(\C)c3ccco3)nnn2-c2nonc2N)c1	-28%	-13%	4%	0%	-0.1%	-18%	7%	-19%	-22%
CCOC(=O)/C=C/C(=O)Nc1cccc([N+](=O)[O-])c1	?	0%	1%	/	2.3%	4µM*	-13%	-16%	-7%
Cc1ccc(-c2csc3nnc(SCC(=O)NCc4ccc5c(c4)OCO5)n23)cc1	-21%	-3%	1%	-10%	1.3%	29%	7%[57.1 µM]	0%	-4%
COc1ccc(NS(=O)(=O)c2ccc(C)c(C(=O)NCCCN3CCCC3=O)c2)cc1	-5%	1%	-1%	48%[activator]	-0.7%	-3%	-2%	-1%	-19%
Cc1ccc(-n2ncc(C(=O)NCCCN3CCN(c4cccc(Cl)c4)CC3)c2-n2cccc2)cc1	2%	9%	-12%	?	-0.6%	15%	-9%	-11%	11%
CCOC(=O)CNC(=O)c1cnn2cccnc12	35%	7%	2%	0%	1.9%	-2%[57.1 µM]	11%[57.1 µM]	-3%	7%
Cc1cccc(C)c1NC(=O)Nc1ccc(S(N)(=O)=O)cc1	10%	3%	-6%	12%	0.8%	19%[57.1 µM]	5%[2.29 µM]	-1%	?
N#Cc1ccc(OCC(O)CN2CCN(CC(O)COc3ccc(C#N)cc3)CC2)cc1 (stereo not given)	36%	3%	-2%	15%	-1.4%	12%[57.1 µM]	2%[57.1 µM]	2%	-4%
COc1ccc(-c2coc(CCC(=O)N3CCN(c4cc(C)ccc4C)CC3)n2)cc1	-7%	0%	1%	20µM*	/	-22%	-1%	2%	?
CCC(C)[C@H](NS(=O)(=O)c1ccc(C)cc1)C(=O)N1CCC(C(=O)N[C@H](C(=O)O)c2ccccc2)CC1 (stereo not given in full)	-7%	-4%	-3%	6%	0.8%	10%	-2%	0%	-15%
O=C(Cn1nnc(-c2cccc(C(F)(F)F)c2)n1)N1CCCCCC1	27%	1%	1%	0%	-0.7%	-9%[57.1 µM]	-3%[57.1 µM]	-3%	-3%
C=CCNC(=O)[C@H]1N2C(=O)c3ccccc3C2SC1(C)C (stereo not given in full)	-10%[56.9 µM]	-1%	-8%	96%[activator]	1.7%	-31%	-18%	1%	-20%
O=S(=O)(/N=C(/c1ccc(F)cc1)N1CCCCC1)c1ccc(Cl)cc1	5%	2%	0%	-16%	1.7%	6%	3%[57.1 µM]	-3%	-3%
CCOC(=O)c1ccc(NC(=O)CSc2nnc(CC)o2)cc1	-7%	0%	11%	0%	0.4%	25%	-1%	-2%	-14%

Compound profiles (already shown).
`Cc1cccc(C)c1NC(=O)Nc1ccc(S(N)(=O)=O)cc1` across the screens: RGS4 inh = 10%; Vif-APOBEC3F blk = 3%; IDH1 R132H inh = -6%; ALOX12 inh = 12%; RXFP1 agonist = 0.8%; TrxR1 inh = 19%[57.1 µM]; TrxR1 substrate = 5%[2.29 µM]; Vif-APOBEC3G blk = -1%; USP1 inh = ?
`C=CCNC(=O)[C@H]1N2C(=O)c3ccccc3C2SC1(C)C` (stereo not given in full) across the screens: RGS4 inh = -10%[56.9 µM]; Vif-APOBEC3F blk = -1%; IDH1 R132H inh = -8%; ALOX12 inh = 96%[activator]; RXFP1 agonist = 1.7%; TrxR1 inh = -31%; TrxR1 substrate = -18%; Vif-APOBEC3G blk = 1%; USP1 inh = -20%
`CCC(C)[C@H](NS(=O)(=O)c1ccc(C)cc1)C(=O)N1CCC(C(=O)N[C@H](C(=O)O)c2ccccc2)CC1` (stereo not given in full) across the screens: RGS4 inh = -7%; Vif-APOBEC3F blk = -4%; IDH1 R132H inh = -3%; ALOX12 inh = 6%; RXFP1 agonist = 0.8%; TrxR1 inh = 10%; TrxR1 substrate = -2%; Vif-APOBEC3G blk = 0%; USP1 inh = -15%

Later entries
SMILES	RGS4 inh	Vif-APOBEC3F blk	IDH1 R132H inh	ALOX12 inh	RXFP1 agonist	TrxR1 inh	TrxR1 substrate	Vif-APOBEC3G blk	USP1 inh
COc1ccc(N=C2SC(C(=O)N3CCN(c4ccccc4)CC3)CC(=O)N2C)cc1 (stereo not given)	3%	0%	-1%	-1%	-0.3%	0%[57.1 µM]	5%[57.1 µM]	3%	-14%
CC(C)Oc1ccc(C2CC(=O)N(Nc3ccc([N+](=O)[O-])cc3[N+](=O)[O-])C2=O)cc1 (stereo not given)	-7%	-5%	3%	95%[activator]	-2.5%	-14%	-36%	0%	-22%
O=C(CNC(=O)c1ccccc1F)N/N=C\C=C\c1ccccc1	18%	1%	-4%	i	-3.3%	14%	-5%	1%	-13%
Cc1ccc(S(=O)(=O)N2CCN(S(C)(=O)=O)C2)cc1	-10%	9%	5%	12%	0.6%	-26%[57.1 µM]	-1%[57.1 µM]	0%	-3%
CC(C)c1ccc(NC(=O)CN(C)S(=O)(=O)c2ccc3c(c2)n(C)c(=O)c(=O)n3C)cc1	-15%	2%	0%	-22%	27%	10%	25%	-1%	-16%
O=C1CCCN1CCCNc1ncccc1[N+](=O)[O-]	2%	8%	7%	-12%	0.4%	?	0%	0%	?
O=C(Cc1ccccc1)NCC(=O)N/N=C/c1ccc(C(=O)O)cc1	4%	3%	13%	-7%	-2.4%	4%	4%	-7%	-7%
CCCCNCc1cc(OCC)c(OCC)cc1Br	12%	-11%	1%	-5%	1.6%	9%[57.1 µM]	-1%	2%	-10%
CN(c1ccccc1C(=O)Nc1cccc(Cl)c1Cl)S(C)(=O)=O	19%	5%	4%	-31%	4.1%	20%[0.457 µM]	-6%	-5%	-4%
COc1ccccc1N(CC(=O)N1CCCC1)S(=O)(=O)c1cc([N+](=O)[O-])ccc1Cl	23%	-3%	-9%	?	/	1%	-2%	-1%	-11%
CC(=O)N1Cc2ccccc2CC1C(=O)O (stereo not given)	-88%[11.4 µM]	-9%	2%	?	-1.1%	4%	-3%	-4%	-28%
CC(=O)OC1(C(C)=O)CCC2C3CC(Cl)C4=CC(=O)CCC4(C)C3CCC21C (stereo not given)	-3%	?	-2%	-30%	/	16%	3%	2%	-16%
CS(=O)(=O)N(CC(=O)Nc1ccc2c(c1)OCO2)c1ccc(Cl)cc1	-3%	-1%	1%	-10%	-0.9%	6%	-2%	-6%	-20%
CCN(CC)CCCN=Cc1c(O)n(-c2c(C)cccc2C)c(=O)c2ccccc12	12%	1%	5%	?	6.3%	-7%	-3%	5%	-4%
COCCn1c(SCC(=O)Nc2cc(C)on2)nnc1-c1ccccc1	29%	-12%	-6%	-3%	2.1%	3%	-4%	0%	-22%
CCCn1c(=N)c(C(=O)NCc2ccc3c(c2)OCO3)cc2c(=O)n3cccc(C)c3nc21	-46%	-1%	5%	25%	2.5%	-12%	-6%	5%	-7%
CCc1ccc(NC2=NC(C(=O)c3ccccc3)CC(=O)N2)cc1 (stereo not given)	12%	13%	0%	14%	0.0%	12%[57.1 µM]	9%[57.1 µM]	4%	-3%
COc1ccccc1OCc1ccc(C(=O)NCCN(C)C)o1	1%	?	6%	403%[activator]	3.7%	-7%	-9%	1%	-17%
CCc1ccc(NC(=O)CC2C(=O)N(c3ccccc3)C(=O)N2C(C)C)cc1 (stereo not given)	-31%	0%	2%	-15%	0.2%	5%	-1%	-4%	5%
Clc1ccc(Cn2c(-c3cccnc3Cl)nc3ccccc32)c(Cl)c1	-38%	-4%	3%	0%	3.0%	4%	2%	0%	-4%
CNC(=O)c1ccc2nc(-c3ccco3)c(-c3ccco3)nc2c1	?	/	/	/	/	4µM*	-5%	2%	/
